STAT1 act: STAT1 signaling activators, primary screen, cell-based, HTS, luciferase reporter | NIH 3T3 STAT1-luciferase reporter, IFN-gamma, luminescence; 100% = IFN-gamma alone, no compound | activation (% of control), % at 5.5 µM | hit rate 2.6% among 200,000 | AID 932, 2007;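 active = activation above the screen-wide mean activation plus 3 SD, cut at about 130% in these data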;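 also: raw ratio to IFN-gamma control signal so 100% means no change and 0% no light; values of inactives mirror those of a sister screen read the other way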
FLuc stim CS: FLuc activators, initial screening, artefact control for FLuc-dependent activation tests, biochemical, ATPlite luminescence | ATPlite luciferase biochemical, 10 min; 0 = ATP-free wells, 1 = DMSO control | activation factor at 10 µM | Luciferin 4-monooxygenase (Photinus pyralis), P08659 | AID 1027, 2008 | 200,000 tested, under 10 active;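 active = luciferase activation factor, scaled between plate controls, of at least 2 with compound at 10 µM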
Target sequence (P08659 whole entry, looked up): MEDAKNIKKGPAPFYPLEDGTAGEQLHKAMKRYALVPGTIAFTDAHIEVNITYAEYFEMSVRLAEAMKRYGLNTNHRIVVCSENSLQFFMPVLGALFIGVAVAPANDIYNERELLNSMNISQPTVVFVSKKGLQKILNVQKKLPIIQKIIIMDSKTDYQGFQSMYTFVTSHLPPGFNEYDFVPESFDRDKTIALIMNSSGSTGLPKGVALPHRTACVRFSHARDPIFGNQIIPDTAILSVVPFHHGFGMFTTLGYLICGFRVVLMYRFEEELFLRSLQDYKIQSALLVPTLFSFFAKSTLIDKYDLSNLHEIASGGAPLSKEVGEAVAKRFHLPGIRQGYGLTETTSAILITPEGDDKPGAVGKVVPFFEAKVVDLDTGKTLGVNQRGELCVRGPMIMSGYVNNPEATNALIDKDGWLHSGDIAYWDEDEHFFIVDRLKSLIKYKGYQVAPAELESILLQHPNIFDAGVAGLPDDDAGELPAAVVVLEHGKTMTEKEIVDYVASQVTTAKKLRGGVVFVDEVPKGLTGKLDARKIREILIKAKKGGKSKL
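Material: luciferase plus luciferin reagent, cell-free. Medium: PBS buffer for ATP. Also added: ATP substrate, dispensed from a 10.24 µM working solution in PBS. Doses: test compounds dosed from 2 mM stocks in 100% DMSO. Incubation: 10 min post-reagent at room temperature. Technique: light output (luminescence). Read-out basis: luminescence gain marking luciferase activators.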
STAT3 act: IL-6 driven STAT3 reporter potentiators, primary screen, U3A cells, luciferase, luminescence, MLSCN library; IL-6 STAT3-luciferase reporter; 100% = signal with IL-6 EC80 alone; activation (% of control), % at 5.6 µM; hit rate 0.91% among 190,000; AID 871, 2007;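 active = activation above the screen-wide mean of compound activation plus 3 SD, cut at about 130% in these data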;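 also: 0% = background luminescence of wells with medium and substrate only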
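Material: human STAT1-deficient U3A cells with stable STAT3-luciferase reporter / Probe or stimulus: IL-6 stimulus at 33 ng/mL final / Schedule: 1 h compound pre-exposure, 6 h IL-6 stimulation, 37 °C / Technique: luminescence / Read-out basis: percent of IL-6-only median luminescence / Control set: IL-6-only high control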
APP 5'UTR act: activators of APP 5'UTR luciferase reporter, primary screen, SH-SY5Y cells | SH-SY5Y APP 5'UTR luciferase reporter, luminescence; zero percent = DMSO vehicle wells | activation, % at 2 µM | hit rate 1% among 190,000 | AID 1276, 2008;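 active = activation above a set limit, based on mean plus 3 SD of controls, cut at about 140% in these data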; also: values of inactives mirror those of a sister screen read the other way
STAT1 blocker: STAT1 signaling inhibitors, primary screen, cell-based, HTS, luciferase reporter | hit rate 0.35% among 200,000 | NIH 3T3 STAT1-luciferase reporter, IFN-gamma, luminescence | inhibition, % at 5.5 µM;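 active = inhibition above a set limit, the mean inhibition across all tested compounds plus 3 SD, cut at about 34% in these data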;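 also: 0% = IFN-gamma with DMSO and 100% = IFN-gamma with 300 µM nifuroxazide; values of inactives mirror those of a sister screen read the other way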
FLuc inh counter: firefly luciferase enzyme inhibitors, primary screen, artefact control for luciferase-based inhibitor screens, biochemical, luminescence, ATPLite; inhibition, % at 10 µM; 10 min; hit rate 1.5% among 200,000; Luciferin 4-monooxygenase (Photinus pyralis), P08659; AID 1006, 2008;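 active = inhibition above about 50% when tested at 10 µM, limit read from the data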
ROMK mod: ROMK potassium channel modulators, primary screen, cell-based, thallium flux, MLSMR library; Tet-inducible ROMK, thallium flux fluorescence; actives lie on both sides; B-score at 10 µM; ATP-sensitive inward rectifier potassium channel 1 (Homo sapiens), P48048; AID 1918, 2009; hit rate 2% among 130,000;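 active = signal ratio slope over the read window, or its plate-corrected B-score, at least 3 SD from the plate mean, either direction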;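 also: B-score of the F/F0 ratio slope over 7 to 12 s after thallium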
Target sequence (P48048 whole entry, looked up): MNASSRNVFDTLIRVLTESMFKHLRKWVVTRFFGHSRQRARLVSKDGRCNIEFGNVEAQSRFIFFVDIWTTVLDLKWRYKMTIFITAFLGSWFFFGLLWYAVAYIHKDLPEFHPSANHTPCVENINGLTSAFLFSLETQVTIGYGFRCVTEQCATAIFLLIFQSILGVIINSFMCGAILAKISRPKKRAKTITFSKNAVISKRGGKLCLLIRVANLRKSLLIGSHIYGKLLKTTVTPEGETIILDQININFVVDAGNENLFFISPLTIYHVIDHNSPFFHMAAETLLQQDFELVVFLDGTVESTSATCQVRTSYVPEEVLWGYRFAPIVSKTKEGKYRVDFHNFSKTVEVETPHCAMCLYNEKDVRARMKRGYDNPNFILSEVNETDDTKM
STAT3 inh: IL-6 driven STAT3 reporter inhibitors, primary screen, U3A cells, luciferase, luminescence, MLSCN library. IL-6 STAT3-luciferase reporter; host cell line lacks STAT1. hit rate 0.89% among 190,000. inhibition, % at 5.5 µM;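 active = inhibition above the mean inhibition across all screened compounds plus 3 SD, cut at about 44% in these data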;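 also: 0% = DMSO only wells and 100% = 100 µM nifuroxazide control wells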
APP 5UTR inh: inhibitors of APP translation via 5'UTR reporter, primary screen, APP 5'UTR luciferase, SH-SY5Y cells | hit rate 0.82% among 190,000 | SH-SY5Y APP 5'UTR-luciferase reporter, luminescence | inhibition, % at 2 µM;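 active = inhibition above a set limit, derived from the sample mean plus 3 SD, cut at about 45% in these data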; also: values of inactives mirror those of a sister screen read the other way
NF-kB neuron act: activators of NF-kB expression in neurons, primary screen, cell-based, HTS | human neuronal cells, NF-kB reporter expression; stronger effect = higher value | hit rate 1.6% among 190,000 | fold change at 12.5 µM; in the data active = fold change above about 3.3
Numbers without * were called inactive; . = not tested or not shown.

SMILES	STAT1 act	FLuc stim CS	STAT3 act	APP 5'UTR act	STAT1 blocker	FLuc inh counter	ROMK mod	STAT3 inh	APP 5UTR inh	NF-kB neuron act
Cc1nc(-c2nc(-c3c(C(=O)NN)noc3C)cs2)cs1	117.7	0.7	104.9	73.5	-19.4	27.3	0.0701	-1.9	-73.5	2.81
COc1cc(C=C2C(=O)OC(C)(C)OC2=O)cc(Cl)c1OCC(=O)Nc1ccccc1	99.6	1.1	103.1	-3.2	-0.4	-11.9	0.892	8.1	3.2	1.54
CCOC(=O)c1c(NC(=O)C2COc3ccccc3O2)sc2c1CCN(Cc1ccccc1)C2 (configuration not stated)	89.0	1.1	88.7	-5.2	12.2	-5.3	.	15.7	5.2	0.98
O=C(COC(=O)CNC(=O)c1cccc([N+](=O)[O-])c1)Nc1cccc(S(=O)(=O)N2CCCCC2)c1	92.2	1.1	91.9	-17.6	10.5	-6.2	-0.0192	7.8	17.6	1.27
CCOC(=O)N1CCN(S(=O)(=O)c2c(C)cc(C)cc2C)CC1	112.8	1.1	98.0	4.7	-14.1	-5.3	.	11.0	-4.7	1.29
COc1ccc(NC(=O)C2CCCN(S(=O)(=O)c3c(C)[nH]c(=O)[nH]c3=O)C2)cc1OC (configuration not stated)	100.3	1	103.1	-15.5	-2.0	-2.8	0.586	-1.3	15.5	1.16
CN1c2ccsc2C(O)=C(C(=S)Nc2ccc(F)c(Cl)c2)S1(=O)=O	93.4	0.9	141.9*	-9.1	5.9	6.7	.	-48.6	9.1	1.23
Cc1ccc(OCC(O)Cn2c3ccccc3c3ccccc32)cc1 (configuration not stated)	100.6	1	92.9	-7.5	-0.6	-4.5	.	19.3	7.5	1.06
COc1ccc(CCN2C(=O)C3C4CC(C5C(C(N)=O)=NOC45)C3C2=O)cc1OC (configuration not stated)	98.8	1.1	100.8	-7.0	1.2	-6.1	0.0068	5.0	7.0	0.93
COc1ccc(CC2(CO)CCN(S(=O)(=O)c3c(C)nn(C)c3Cl)CC2)cc1	94.3	1.1	98.6	12.0	4.1	-5.0	.	8.6	-12.0	1.22
O=C(COC(=O)CCCSc1nc2ccccc2[nH]1)Nc1cccc(F)c1	86.8	0.8	92.4	9.3	14.5	15.9	.	5.1	-9.3	0.96
COc1ccccc1CN(C(=O)Cc1cccs1)C(C(=O)NC1CCCC1)c1ccncc1 (configuration not stated)	100.8	1.1	102.1	-2.1	-0.9	-5.3	.	8.9	2.1	0.99
O=C(Nc1ccc2c(c1)C(=O)NC2=O)c1ccc(Cl)s1	110.9	1	.	12.8	-13.4	-2.1	.	.	-12.8	1.08
CN(C)CC1CCCCC1OC(=O)c1ccc(Cl)cc1 (configuration not stated)	100.7	1.1	93.3	-3.2	-0.7	-5.6	.	3.2	3.2	0.95
COc1ccc(CCNC(=O)[C@@H](NC(=O)c2ccccc2F)C(C)C)cc1OC	95.7	1	104.0	12.6	4.5	-3.9	-0.438	-3.1	-12.6	1.19
O=c1nc(N2CCOCC2)nc(N/N=C/c2ccc3c(c2)OCO3)[nH]1	93.1	0.9	106.0	21.5	5.9	5.7	.	-1.6	-21.5	.
CC(C)Oc1ccc(CCc2nnc(SCC(=O)O)n2-c2ccccc2)cc1	96.7	1	92.7	6.0	0.3	-1.0	1.35	13.3	-6.0	0.95
O=C(O)c1cc(N2C(=O)C3C4C=CC(C4)C3C2=O)ccc1NCc1cccnc1 (configuration not stated)	94.6	1	96.9	11.4	5.9	-1.8	-0.287	10.9	-11.4	1.39
COc1cccc(N2CCN(S(=O)(=O)c3cccc4nsnc34)CC2)c1	99.6	1	95.2	4.4	-0.7	-0.2	.	7.3	-4.4	1.31
CCOc1ccc(CCN2C(=O)CCC2(C)C(=O)NC(C)CC)cc1OCC (configuration not stated)	95.9	1.1	99.3	-14.5	4.5	-5.0	0.204	5.0	14.5	0.98
CCc1ccc(-c2nc(CN3CCC(C(=O)N4CCN(c5ccccn5)CC4)CC3)c(C)o2)cc1	99.1	1	80.8	5.3	1.0	1.4	-0.547	25.9	-5.3	0.49
Cc1ccc(-c2c[nH]c(=S)n2-c2ccccc2F)cc1	101.0	0.9	95.6	6.1	-1.4	5.2	0.00488	12.5	-6.1	1
CCC12CN3CCN(CC(C3)/C1=N\NC(=O)c1ccc(F)cc1)C2	97.3	1.1	96.7	-0.2	1.9	-7.2	0.357	5.5	0.3	1.26
CC1Cc2ccccc2N1C(=O)CSc1nnc(CSc2ncccn2)n1C (configuration not stated)	100.1	1	100.7	5.1	0.5	0.1	-0.00793	5.6	-5.1	0.83
CCN1CCN(C(=O)Cn2nc(-c3ccc(Cl)cc3)ccc2=O)CC1	95.1	1.1	102.1	6.0	4.6	-9.7	-0.322	9.5	-6.0	0.9
Cc1ccc2c(CC(=O)Nc3ccc(N4CCN(C)CC4)cc3C)coc2c1	104.7	0.9	101.3	34.4	-4.4	13.3	-0.0208	4.8	-34.4	1.18
O=c1cc(N2CCN(c3ccccc3)CC2)[nH]c(=O)n1Cc1ccc(F)cc1	100.4	1	94.4	7.6	-0.5	-2.1	.	11.9	-7.6	0.92
CN(C)c1ccc(C(=O)c2ccccc2C(=O)O)cc1[N+](=O)[O-]	106.6	1	109.1	1.8	-8.3	-1.2	0.114	-9.9	-1.8	1
COc1ccc(NC(=O)c2oc3ccccc3c2C)c(OC)c1	109.3	1	110.5	64.7	-25.1	0.3	-0.648	-9.2	-64.7	1.77
Cc1cc(=O)oc2cc(OC(=O)c3nn(C(C)C)c(=O)c4ccccc34)ccc12	103.8	1.1	96.6	-25.0	-4.3	-8.7	-0.432	4.3	25.0	1.05

A second format for part of the listing above.
mol | STAT1 act | FLuc stim CS | STAT3 act | APP 5'UTR act | STAT1 blocker | FLuc inh counter | ROMK mod | STAT3 inh | APP 5UTR inh | NF-kB neuron act
Cc1ccc(-c2c[nH]c(=S)n2-c2ccccc2F)cc1 | 101.0 | 0.9 | 95.6 | 6.1 | -1.4 | 5.2 | 0.00488 | 12.5 | -6.1 | 1
COc1ccc(NC(=O)c2oc3ccccc3c2C)c(OC)c1 | 109.3 | 1 | 110.5 | 64.7 | -25.1 | 0.3 | -0.648 | -9.2 | -64.7 | 1.77

Next part.
SMILES	STAT1 act	FLuc stim CS	STAT3 act	APP 5'UTR act	STAT1 blocker	FLuc inh counter	ROMK mod	STAT3 inh	APP 5UTR inh	NF-kB neuron act
CCN(CC)c1nc(N)c([N+](=O)[O-])c(NCCO)n1	99.0	1.1	108.1	2.7	1.1	-5.1	.	-6.1	-2.7	0.77
O=C(CS(=O)(=O)c1cn(CC(=O)N2CCOCC2)c2ccccc12)Nc1ccccc1	96.6	1	100.3	-5.8	3.0	-4.5	-0.6	11.3	5.8	0.96
CC(C)CC(N=C1NC(C)(C)Cc2ccccc21)C(=O)O (configuration not stated)	97.9	1	100.8	3.0	2.2	-0.2	-0.165	2.2	-3.0	0.96
COc1ccc(C(=O)Nc2cccc(-c3ccc4nncn4n3)c2)cc1OC	92.9	1.1	101.3	-6.6	7.3	-6.1	0.00278	6.2	6.6	0.91
CC(C)(C)c1ccc(C(=O)CC(Sc2ccc(Cl)cc2)C(=O)O)cc1 (configuration not stated)	93.7	1	101.0	-2.0	5.5	-0.7	-0.64	6.7	2.0	0.89
CC(=O)c1c(OC(=O)c2ccc(C)cc2)c2ccccc2n1C	99.9	1	97.2	6.0	0.1	0.8	.	13.4	-6.0	1.06
O=C(CSc1nnc(Cc2cc(=O)[nH]c(=O)[nH]2)n1-c1ccccc1)N1CCCC1	104.9	1.1	102.6	11.6	-5.3	-6.1	0.156	4.5	-11.6	1.32
O=c1cc(-c2ccccc2)[nH]n1-c1nc2ccccc2s1	103.9	0.7	138.4*	36.9	-4.3	32.5	.	-33.3	-36.9	1.56
O=C(Nc1ccc(Cl)cc1)C1=Cc2cc(Cl)ccc2OC1	96.4	1	81.8	.	1.9	-2.7	-0.0286	21.8	.	1.3
CCCCC(=O)Nc1ccc(N2CCN(S(C)(=O)=O)CC2)cc1	102.3	1	98.3	16.0	-3.3	0.9	0.375	4.2	-16.0	1.74
O=C(CSc1nnc(-c2ccccc2)n1-c1ccccc1)NCc1ccco1	103.9	1	92.0	-2.6	-2.6	-2.6	0.275	10.6	2.6	1.33
O=C(CN1C(=O)C2C3CCC(C3)C2C1=O)N1CCN(Cc2ccccc2)CC1 (configuration not stated)	100.7	1.1	102.2	-11.7	-2.6	-10.9	-0.00762	-0.2	11.7	1.37
CCC(Cc1ccccc1)NC(=O)C1=C(C)C(=O)OC12CCC(C)CC2 (configuration not stated)	95.0	1.1	101.6	5.8	4.7	-6.6	0.153	10.0	-5.8	0.89
OCCC1CN(Cc2cccn2-c2cccnc2)CCN1Cc1ccc(F)cc1 (configuration not stated)	97.9	1	102.8	13.9	2.2	-4.6	0.589	2.7	-13.9	1.32
CSCCC(NC(=O)c1ccc(Cl)cc1)C(=O)OCC(=O)Nc1cc(Cl)ccc1C (configuration not stated)	92.1	1.1	83.2	5.1	8.8	-11.9	-1.21	21.1	-5.1	1.37
COc1ccccc1C1CC(c2ccco2)=NN1S(C)(=O)=O (configuration not stated)	99.7	1	99.2	-15.4	-1.8	-2.0	0.425	4.4	15.4	0.96
CCOC(=O)C1CCCN(C(=O)Cn2nc(Cc3cccnc3)c3ccccc3c2=O)C1 (configuration not stated)	102.1	1	101.3	11.7	-2.3	1.7	.	7.0	-11.7	1.04
CCCCn1c(N)c(N2CCOCC2)c(=O)n(CC(=O)NCCc2ccccc2)c1=O	91.8	1.1	99.7	3.8	7.0	-5.1	-0.0782	4.1	-3.8	0.9
COC(=O)c1cc(OC)c(OC)cc1NC(=S)N1CCCC(CO)C1 (configuration not stated)	100.3	1.1	100.1	-9.1	-0.3	-6.0	0.0664	0.1	9.1	1.03
COc1ccc(S(=O)(=O)NNC(N)=S)cc1	93.5	1	86.2	-44.2	6.3	-0.1	0.305	19.0	44.2	1.19
Cc1c(N/N=C(\C#N)C(=O)c2ccccc2)c(=O)n(-c2ccccc2)n1C	92.3	1.1	92.2	-76.9	8.6	-13.4	.	8.7	76.9*	1.78
CC(/C=C/c1ccc2c(c1)OCO2)=N/NC(=O)c1cccnc1	106.5	1	108.4	-1.3	-7.5	2.1	0.809	-10.0	1.3	1.04
Cc1ccccc1CNC(=O)Cc1ccccc1[N+](=O)[O-]	124.4	0.8	112.2	47.4	-26.9	23.1	-0.852	-9.9	-47.4	2.1
O=C(COC(=O)C1(c2ccccc2F)CCCC1)N1CCN(C(=O)c2ccco2)CC1	113.5	1.1	100.9	2.3	-14.9	-6.0	.	2.7	-2.3	1.08

Source: PubChem BioAssay
